Scp-1 inhibitor: inhibitors of human Scp-1 phosphatase | Q9GZU7 | Recombinant Scp1, phosphopeptide, malachite green phosphate absorbance | inhibition, % at 20 µM | 0.88% of 340,000 active;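 active means inhibition above about 50% at 20 µM, limit read from the data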;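 further: plate controls were DMSO wells with enzyme for no effect and wells lacking enzyme for full effect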
Target sequence (Q9GZU7 76-261 limits assumed): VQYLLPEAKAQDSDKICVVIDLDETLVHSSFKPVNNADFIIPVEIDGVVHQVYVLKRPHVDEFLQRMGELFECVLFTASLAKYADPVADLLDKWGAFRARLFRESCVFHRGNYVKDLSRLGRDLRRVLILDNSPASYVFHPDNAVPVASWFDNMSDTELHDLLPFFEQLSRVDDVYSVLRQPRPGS
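assay system = SCP-1 phosphatase catalytic domain, residues 76-261 | buffer or medium = 50 mM Tris acetate pH 5.5, 0.005% Tween-20, 10 mM MgCl2 | incubation = enzyme reaction 45 min at room temperature, colour 5 min, stabilisation 30 min | signal = Phosphate-binding colour reagent, absorbance read at 630 nm | measure = % inhibition at 20 µM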
TbMetRS inhib: blocks T. brucei methionyl-tRNA synthetase activity; purified T. brucei MetRS, ATP depletion, Kinase-Glo luminescence; inhibition, % at 11.9 µM; 0.4% of 360,000 active;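 active means inhibition above a per-plate cutoff of the control wells' mean inhibition plus 3 SD, cut at about 5.5% in these data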;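 further: 0% = DMSO wells median and 100% = median of wells with control inhibitor compound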
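Dosing: 11.9 µM single point; system: parasite MetRS enzyme; technique: luminescence of leftover ATP; times: 15 min enzyme-compound preincubation, 2 h reaction, 10 min detection, 25 °C; replicates: each compound tested once; read-out basis: percent inhibition relative to median high and low control wells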
SUMO1-SIM PPI: SUMO1-SIM interaction modulation; 0.33% of 360,000 active; P63165; AID 602429; SUMO1 binding to a labelled peptide, TR-FRET, 1 h; inhibition, % at 20 µM; in the data active means inhibition above about 37%
Target sequence (P63165 whole entry, looked up): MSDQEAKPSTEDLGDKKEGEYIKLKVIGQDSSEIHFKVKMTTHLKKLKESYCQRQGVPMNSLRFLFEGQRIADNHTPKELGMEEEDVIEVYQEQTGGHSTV
LMPTP inh: blocks human LMPTP phosphatase | P24666 | recombinant LMPTP-A, OMFP fluorogenic substrate, fluorescence intensity | inhibition, % at 20 µM | 0.22% of 360,000 active;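 active means compounds that cut the enzyme signal by at least half of the control window in the single-dose screen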;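 further: plate controls were DMSO wells with enzyme plus substrate for no effect and substrate without enzyme for full effect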
Target sequence (P24666 whole entry, looked up): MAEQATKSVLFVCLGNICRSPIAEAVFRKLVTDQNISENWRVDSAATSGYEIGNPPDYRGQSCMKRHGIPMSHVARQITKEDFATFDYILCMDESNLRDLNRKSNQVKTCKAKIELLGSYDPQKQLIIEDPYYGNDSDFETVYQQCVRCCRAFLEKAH
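Assay system: LMPTP-A phosphatase enzyme | Input: 0.625 nM enzyme | Also added: Fluorogenic phosphatase substrate OMFP at 400 µM final | Compound dosing: One test concentration per compound, 20 µM, with 3% DMSO overall | Schedule: 50 min enzyme reaction at room temperature, protected from light | Signal: Fluorescence intensity | Benchmarks: no-enzyme and uninhibited controls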
DNMT1 block: DNMT1 (human) enzyme inhibition. P26358. 0.83% of 360,000 active. inhibition (reported as % activation of signal), % at 10 µM. AID 588458. DNMT1 molecular beacon, Hinp1I cleavage, fluorescence; in the data active means inhibition above about 50%
CendR NRP1 mod: modulators of CendR peptide binding to human neuropilin-1; O14786; FAM-RPARPAR peptide binding to NRP-1, fluorescence polarization; inhibition, % at 25 µM; 0.85% of 360,000 active; AID 602438;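 active means inhibition or corrected inhibition above about 18%, plus a signal ratio from 0.5 to 1.5, limit read from the data, passing the limit was not always enough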; further: strong numbers were not always called active
bovine MsrA act: activates bovine MsrA enzyme; purified bovine MsrA, absorbance read-out; activation, % at 10.6 µM; 0.3% of 360,000 active; in the data active means activation above about 7.5%;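 further: 0% = vehicle and 100% = reference activator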
MsrA inh: bovine MsrA inhibition; inhibition, % at 15.5 µM; purified bovine MsrA, absorbance read-out; 0.75% of 360,000 active; in the data active means inhibition above about 4.5%;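 further: 0% = vehicle wells with enzyme and 100% = reference inhibitor wells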
eLon inh: E. coli protease La inhibition; purified E. coli Lon protease, fluorescence polarization; AID 602123; 0.42% of 360,000 active; inhibition, % at 7.94 µM; P0A9M0; in the data active means inhibition above about 13%, passing the limit was not always enough;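 further: 0% = enzyme with probe and DMSO and 100% = no enzyme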
STEP block: STEP (human) phosphatase inhibition; inhibition, % at 20 µM; P54829; 0.25% of 360,000 active; recombinant STEP, OMFP fluorogenic substrate, fluorescence;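 active means inhibition at 20 µM, scaled per plate between control wells, above about 37%, limit read from the data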;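 further: 0% = DMSO with enzyme and substrate and 100% = substrate only without enzyme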
Target sequence (P54829 whole entry, looked up): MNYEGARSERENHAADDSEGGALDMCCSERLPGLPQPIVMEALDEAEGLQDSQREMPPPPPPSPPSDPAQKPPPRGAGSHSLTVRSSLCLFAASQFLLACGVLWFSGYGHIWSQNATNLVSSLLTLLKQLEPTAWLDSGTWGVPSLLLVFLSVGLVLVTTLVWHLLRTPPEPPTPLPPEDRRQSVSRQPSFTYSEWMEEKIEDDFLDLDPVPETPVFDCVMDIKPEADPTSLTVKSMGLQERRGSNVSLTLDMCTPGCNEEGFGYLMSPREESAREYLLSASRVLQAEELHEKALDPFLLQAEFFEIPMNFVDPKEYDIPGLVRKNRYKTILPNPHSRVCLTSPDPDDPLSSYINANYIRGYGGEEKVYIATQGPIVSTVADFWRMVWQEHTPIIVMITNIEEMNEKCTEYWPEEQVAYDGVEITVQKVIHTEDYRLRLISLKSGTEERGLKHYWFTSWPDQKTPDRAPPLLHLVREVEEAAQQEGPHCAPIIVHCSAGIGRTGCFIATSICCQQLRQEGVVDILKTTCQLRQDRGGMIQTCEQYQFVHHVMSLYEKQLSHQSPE
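Also added – OMFP at 25 µM · Test system – STEP tyrosine phosphatase · Technique – FITC-channel fluorescence of OMFP product · Schedule – 20 min at room temperature, dark · Evaluation – control-normalized % inhibition with plate pattern correction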
* marks the source's active call; other numbers are inactive results; / = not tested or not shown.

[1] CCN(CC(=O)N(CC(C)C)c1c(N)n(CC(C)C)c(=O)[nH]c1=O)Cc1nc2ccccc2c(=O)[nH]1
[2] O=S(=O)(NCc1ccncc1)c1ccc(Br)s1
[3] COc1cccc(/C=C/C(=C2\C(=O)N(c3ccccc3)N=C2C)c2ccc(Br)cc2)c1OC
[4] O=C(O)c1ccc2c(=O)n(-c3ccccc3F)c(=S)[nH]c2c1
[5] Cc1ccc(Nc2nc(N)nc(CSc3nnc(C)s3)n2)cc1
[6] CC(C)c1ccc(NC2CCCN(C(=O)c3cccs3)C2)cc1 (stereo not drawn)
[7] OCCCn1c(C2CCCN2c2nc(-c3ccc(Cl)cc3)cs2)nc2cc(Cl)c(Cl)cc21 (stereo not drawn)
[8] Cc1c(Cl)cccc1NC(=O)NC1CCCCC1
Assay by compound,1,2,3,4,5,6,7,8
Scp-1 inhibitor,-9,-9,7,-4,-5,-6,4,-11
TbMetRS inhib,0.1,0.1,-0.9,-0.9,-0.1,0.3,-0.3,-0.2
SUMO1-SIM PPI,1,0,2,1,7,3,1,-1
LMPTP inh,-0.1,-3.5,1.3,-0.6,-0.9,0.8,4.2,-1.7
DNMT1 block,1,0,0,0,2,-1,-22,2
CendR NRP1 mod,1,-13,7,-7,-13,7,-2,1
bovine MsrA act,-3,-8,1,0,-5,-1,-7,-1
MsrA inh,-1.1,-0.7,0.3,0.0,1.3,0.1,0.5,-0.6
eLon inh,-8,9,-8,-3,8,-3,-10,-3
STEP block,2,-2,0,-1,1,2,8,1

[9] C=CCCC(=O)NC1CC(C)(C)Cc2c1cnn2-c1cccc(F)c1 (stereo not drawn)
[10] CC(=O)NCc1nnc2c3ccccc3c(-c3ccccc3)nn12
[11] CCOC(=O)c1cc2sccc2n1CC(=O)Nc1ccc2c(c1)OCCO2
[12] CCCC#CCN1CCN(C23CC4CC(CC(C4)C2)C3)CC1
[13] CC(=O)Nc1ccc(S(=O)(=O)NC2=NCN(CCOC(=O)c3ccccc3)CN2)cc1
[14] Cn1c(N)c(C(=O)COC(=O)c2ccccc2C(=O)c2ccc(Cl)cc2)c(=O)n(C)c1=O
[15] COc1cc2nc(CN3CCN(S(=O)(=O)c4ccc(Br)cc4)CC3)[nH]c(=O)c2cc1OC
[16] O=C(CN(C(=O)CCC(=O)Nc1nccs1)c1ccc(F)c(Cl)c1)NCc1ccco1
Assay by compound,9,10,11,12,13,14,15,16
Scp-1 inhibitor,-8,-8,-4,-4,1,-8,-6,0
TbMetRS inhib,-1.2,-0.7,-0.4,0.4,0.0,-0.1,-0.2,-1.2
SUMO1-SIM PPI,2,-3,0,1,0,8,34,3
LMPTP inh,0.3,-0.8,0.3,-1.8,-0.5,-0.8,0.4,1.2
DNMT1 block,-2,4,-7,2,1,1,4,7
CendR NRP1 mod,-6,-4,-6,5,-10,8,3,9
bovine MsrA act,-4,-11,0,-1,0,-2,-4,2
MsrA inh,-1.3,0.2,-0.4,-1.2,0.9,-1.6,-1.1,0.3
eLon inh,-5,-6,8,-9,3,-15,-18,17
STEP block,0,-1,3,6,0,0,-1,1

[17] COC(=O)[C@H](C(C)C)N(Cc1ccccc1)S(=O)(=O)CCNC1CCCC1
[18] Cc1c(Br)ccc(NC(=O)CCN2C(=O)C3C4CCC(C4)C3C2=O)c1C (stereo not drawn)
[19] Nc1ccc(C(=O)N2CCCC2)cc1CS(=O)(=O)c1ccc(Cl)cc1
[20] Nc1ncnc(Nc2cccc(C(F)(F)F)c2)n1
[21] C/C(=N\NC(N)=O)C1CC(Cc2ccccc2)C(=O)O1 (stereo not drawn)
[22] CC(C)Sc1nnc(Cn2c(=O)sc3ccccc32)n1-c1ccccc1
[23] OCCCN=C1CCCc2c1[nH]c1ccc(Cl)cc21
[24] O=C(NC1CC1)c1ccc(COc2ccc(F)cc2)o1
Assay by compound,17,18,19,20,21,22,23,24
Scp-1 inhibitor,-1,-21,-4,-7,-3,-8,2,3
TbMetRS inhib,-1.4,1.0,-0.1,-0.1,-1.5,0.0,2.6,0.3
SUMO1-SIM PPI,-2,-3,-2,-1,0,-2,-18,5
LMPTP inh,-0.1,-0.3,-0.8,-0.9,0.0,-2.2,1.2,-0.1
DNMT1 block,0,-1,3,2,2,1,-7,3
CendR NRP1 mod,-4,-7,-7,5,-6,1,-6,25*
bovine MsrA act,6,-3,-4,-5,-4,-1,-3,-1
MsrA inh,-0.4,-0.1,0.5,-0.8,0.5,0.2,-0.1,-0.2
eLon inh,1,-1,-11,-10,1,-1,8,-1
STEP block,-4,1,0,-3,0,-1,0,2

[25] OCc1ccccc1-c1cnc2cccnn12
[26] CC(OC(=O)c1ccccc1C(=O)N(C)Cc1ccccc1)C(=O)NC1(C#N)CCCCC1 (stereo not drawn)
[27] Cc1nn(Cc2c(F)c(F)c(F)c(F)c2F)c(C)c1NC(=O)c1ccc(COc2ccc(Cl)cc2Cl)o1
[28] COc1ccccc1NC(=O)Cc1noc(CSc2nnc(C)s2)n1
[29] COCCNC(=O)C(c1cccs1)N(Cc1ccccc1)C(=O)Cn1nnc2ccccc21 (stereo not drawn)
[30] Cc1cc(-c2ccccc2)nc2c(Br)c(C(=O)O)nn12
[31] N#CC1=C(N)Oc2nc(-c3ccccc3)[nH]c2C1c1cccnc1 (stereo not drawn)
[32] COc1cc(C(=O)NCc2nnc(SCC(=O)N3CCCc4ccccc43)o2)cc(OC)c1OC
Assay by compound,25,26,27,28,29,30,31,32
Scp-1 inhibitor,/,-4,-3,-7,-4,95*,-3,-5
TbMetRS inhib,0.1,-0.4,0.9,0.3,-0.4,0.3,-0.8,-0.1
SUMO1-SIM PPI,-5,1,3,-2,1,5,-9,-1
LMPTP inh,-0.6,-0.6,8.5,-0.9,0.6,1.8,-3.2,-0.8
DNMT1 block,-1,3,-19,1,-2,52*,-7,-1
CendR NRP1 mod,6,-6,3,-6,-2,-2,-8,11
bovine MsrA act,-1,-3,4,-2,1,-4,-4,0
MsrA inh,2.4,-0.5,-0.1,-0.6,-1.9,/,0.3,0.7
eLon inh,-7,0,-11,9,3,5,-8,6
STEP block,0,3,1,2,0,13,0,-2

9 entries out of the list, ordered by length of the SMILES, highest first.
[27] Cc1nn(Cc2c(F)c(F)c(F)c(F)c2F)c(C)c1NC(=O)c1ccc(COc2ccc(Cl)cc2Cl)o1
[32] COc1cc(C(=O)NCc2nnc(SCC(=O)N3CCCc4ccccc43)o2)cc(OC)c1OC
[29] COCCNC(=O)C(c1cccs1)N(Cc1ccccc1)C(=O)Cn1nnc2ccccc21 (stereo not drawn)
[22] CC(C)Sc1nnc(Cn2c(=O)sc3ccccc32)n1-c1ccccc1
[28] COc1ccccc1NC(=O)Cc1noc(CSc2nnc(C)s2)n1
[21] C/C(=N\NC(N)=O)C1CC(Cc2ccccc2)C(=O)O1 (stereo not drawn)
[24] O=C(NC1CC1)c1ccc(COc2ccc(F)cc2)o1
[23] OCCCN=C1CCCc2c1[nH]c1ccc(Cl)cc21
[25] OCc1ccccc1-c1cnc2cccnn12
Assay by compound,27,32,29,22,28,21,24,23,25
Scp-1 inhibitor,-3,-5,-4,-8,-7,-3,3,2,/
TbMetRS inhib,0.9,-0.1,-0.4,0.0,0.3,-1.5,0.3,2.6,0.1
SUMO1-SIM PPI,3,-1,1,-2,-2,0,5,-18,-5
LMPTP inh,8.5,-0.8,0.6,-2.2,-0.9,0.0,-0.1,1.2,-0.6
DNMT1 block,-19,-1,-2,1,1,2,3,-7,-1
CendR NRP1 mod,3,11,-2,1,-6,-6,25*,-6,6
bovine MsrA act,4,0,1,-1,-2,-4,-1,-3,-1
MsrA inh,-0.1,0.7,-1.9,0.2,-0.6,0.5,-0.2,-0.1,2.4
eLon inh,-11,6,3,-1,9,1,-1,8,-7
STEP block,1,-2,0,-1,2,0,2,0,0

Following part.
[33] C[C@H]1CN([C@@H](C)CO)C(=O)Cc2cc(NC(=O)CCN3CCOCC3)ccc2O[C@@H]1CN(C)Cc1ccc(Oc2ccccc2)cc1
[34] CCN(C(=O)CCC(=O)N(CC)c1ccccc1)c1ccccc1
[35] Cc1ccc(C(=O)CN2CCC(NC(=O)C3CCCCC3)CC2)cc1
[36] COc1ccc(C2CC(C(F)(F)F)n3nc(CO)c(Cl)c3N2)cc1OC (stereo not drawn)
[37] CC(C)(C)OC(=O)NCCC(=O)N/N=C/c1ccc2ncccc2c1
[38] O=C(Cc1ccc(Cl)cc1)Nc1cc(S(=O)(=O)N2CCOCC2)ccc1N1CCCC1
[39] CCN(CC)CCc1nc(-c2ccccc2)no1
[40] COCCNc1oc(/C=C/c2ccccc2)nc1C#N
Assay by compound,33,34,35,36,37,38,39,40
Scp-1 inhibitor,8,6,2,7,4,3,-9,-13
TbMetRS inhib,-0.8,-0.9,0.4,-1.9,-0.6,39*,-1.3,-0.8
SUMO1-SIM PPI,8,0,1,1,-19,1,2,-15
LMPTP inh,-2.4,0.7,-0.3,0.6,-0.9,1.3,-2.1,0.6
DNMT1 block,-24,1,-5,8,0,-1,-2,2
CendR NRP1 mod,-2,-3,-7,-1,-11,6,-13,17
bovine MsrA act,-6,-2,-1,-14,-6,-4,-3,-6
MsrA inh,-0.7,0.3,0.2,1.5,0.5,-0.3,0.1,4.5
eLon inh,4,-11,-4,-11,7,0,-4,11
STEP block,0,1,-2,-6,-2,3,1,-2

[41] CCCn1nnc(NCc2ccc(OCc3cccs3)c(OC)c2)n1
[42] O=C(Nc1nc2ccc(F)cc2s1)c1cccs1
[43] O=C(NCc1ccccc1)C1C(c2ccc3c(c2)OCO3)=Nc2ccccc2N1C(=O)c1cccc(C(F)(F)F)c1 (stereo not drawn)
[44] COc1ccc(-n2nnnc2CNC(=O)C(=O)c2c(C)[nH]c3ccccc23)cc1
[45] Cc1ccc(-c2csc(N/N=C/C=C/c3ccccc3)n2)cc1
[46] COc1ccc(NC(=O)CCCn2cnc3ccccc3c2=O)c(OC)c1
[47] Cc1ccnc(NS(=O)(=O)c2ccc(NC(=O)C3CC=CCC3C(=O)O)cc2)n1 (stereo not drawn)
[48] COc1ccc2oc(=O)c(C(=O)NC(C)c3ccccc3)cc2c1 (stereo not drawn)
[49] CCC(Oc1ccccc1)C(=O)Nc1ccccc1OC (stereo not drawn)
Assay by compound,41,42,43,44,45,46,47,48,49
Scp-1 inhibitor,-5,-5,/,-9,9,2,-3,-2,-10
TbMetRS inhib,-0.5,-1.1,0.1,0.2,-1.5,-0.1,-0.2,-0.1,-0.4
SUMO1-SIM PPI,4,0,-3,-1,-8,1,1,-21,-3
LMPTP inh,-1.2,-0.5,2.6,0.0,-0.1,0.5,0.6,0.4,0.1
DNMT1 block,-1,3,/,-4,-13,1,-1,5,-1
CendR NRP1 mod,0,-4,-2,-5,-12,-2,19,-6,-13
bovine MsrA act,-8,-5,/,0,-8,-3,-3,-3,-4
MsrA inh,1.9,2.2,1.1,0.8,2.4,1.5,-0.3,2.1,-0.3
eLon inh,-9,0,/,-8,-8,1,-4,-2,-5
STEP block,-5,-1,/,-4,-2,1,4,-1,2

Compound activity as filed in PubChem BioAssay.
